Assay outcomes: PubChem BioAssay, several laboratories
SR-BI DiI inh: blocks mouse SR-BI lipid uptake from DiI-HDL; ldlA[mSR-BI] CHO cells, DiI-HDL uptake fluorescence, 3 h; 320,000 tested, 0.96% active; AID 488896; inhibition, % at 12.5 µM;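 active = mean replicate inhibition of at least 70% and a set share of replicates each scoring 70 or more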;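 also: 0% = median of neutral control wells and 100% = median of positive control wells; values of inactives mirror those of a sister screen read the other way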
Target sequence (Q61009 whole entry, looked up): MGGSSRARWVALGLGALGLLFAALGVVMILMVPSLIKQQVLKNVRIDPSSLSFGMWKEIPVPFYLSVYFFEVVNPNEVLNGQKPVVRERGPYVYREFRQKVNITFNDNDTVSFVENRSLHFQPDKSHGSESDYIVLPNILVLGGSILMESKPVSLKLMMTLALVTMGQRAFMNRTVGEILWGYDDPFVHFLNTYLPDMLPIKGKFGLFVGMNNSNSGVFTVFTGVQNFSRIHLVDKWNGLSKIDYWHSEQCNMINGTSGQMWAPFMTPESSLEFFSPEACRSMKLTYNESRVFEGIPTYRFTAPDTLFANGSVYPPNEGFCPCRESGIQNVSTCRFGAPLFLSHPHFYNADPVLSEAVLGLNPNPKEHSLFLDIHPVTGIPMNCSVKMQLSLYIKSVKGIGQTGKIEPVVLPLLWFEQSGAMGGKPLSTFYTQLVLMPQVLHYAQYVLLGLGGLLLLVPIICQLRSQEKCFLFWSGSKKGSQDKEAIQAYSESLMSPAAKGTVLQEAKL
PvdQ acylase: P. aeruginosa PvdQ acylase inhibition. purified PvdQ acylase, fluorescence plate reader. inhibition, % at 10 µM. 340,000 tested, 0.063% active; in the data active = inhibition above about 30%, passing the limit was not always enough;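 also: 0% = vehicle neutral wells and 100% = reference inhibitor wells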
CDK5 inh: inhibitors of human CDK5/p35 kinase | 330,000 tested, 0.01% active | inhibition, % at 10 µM | Recombinant CDK5/p35, ADP-Glo luminescence, 60 min;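 active = highest replicate inhibition of at least 50% and at least 75% of replicates reaching 50%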;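 also: plate controls were DMSO neutral control for no effect and GW8510 at 10 µM for full effect; many of its hits are not listed in these tables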
HTR5A ag ctr: counter-screen for OPRM1-OPRD1 agonists: human HTR5A agonism; activation, % at 9.3 µM; P47898; HTR5A agonist assay, luminescence, cell-based; 340,000 tested, 0.61% active; in the data active = activation mostly above about 9.5%, no sharp cut-off; inactive = mostly below about 7.6%;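 also: 0% = cells with vehicle only and 100% = reference agonist; strong numbers were not always called active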
Target sequence (P47898 whole entry, looked up): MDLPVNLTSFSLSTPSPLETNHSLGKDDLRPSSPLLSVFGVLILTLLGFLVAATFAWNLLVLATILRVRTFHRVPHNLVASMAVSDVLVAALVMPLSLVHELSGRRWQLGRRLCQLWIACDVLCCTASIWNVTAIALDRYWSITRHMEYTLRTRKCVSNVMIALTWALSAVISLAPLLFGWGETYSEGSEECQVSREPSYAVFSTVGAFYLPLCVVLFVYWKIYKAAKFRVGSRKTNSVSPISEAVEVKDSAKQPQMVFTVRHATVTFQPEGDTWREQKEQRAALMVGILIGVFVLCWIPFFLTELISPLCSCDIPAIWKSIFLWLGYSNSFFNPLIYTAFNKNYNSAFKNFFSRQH
dFosB act: mouse delta FosB homodimer activation; P13346; activation, % at 25 µM; purified delta FosB, TAMRA-CDK5 oligo fluorescence polarization; percent of positive-control signal above neutral wells; 340,000 tested, 0.99% active; AID 493131;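 active = mean activation above about 17%, with every replicate also reaching it, limit read from the data, passing the limit was not always enough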;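 also: fluorescence polarization rise as delta FosB binds a TAMRA Cdk5 AP-1 oligo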
NSD2 HMT inh: inhibitors of human histone methyltransferase NSD2 | inhibition, % at 12.5 µM | AID 743445 | NSD2 peptide methylation, AlphaScreen, 120 min | O96028 | 310,000 tested, 0.54% active; in the data active = inhibition above about 50%
V-ATPase pHluor: alters yeast V-ATPase proton transport; S. cerevisiae, pHLuorin cytosolic pH fluorescence; response, % at 10 µM; 350,000 tested, 0.37% active; AID 504577; in the data active = response mostly above about 7.3%, no sharp cut-off; inactive = mostly below about 5.4%; also: actives read high; inactives centre near 0; some compounds called inactive have numbers as strong as hits; reference of the scale not given here
Wnt bcat act: Wnt/beta-catenin pathway activation. Wnt/beta-catenin reporter cell assay, activator, plate reader. activation, % at 9.35 µM. 300,000 tested, 1.2% active; in the data active = activation above about 30%, passing the limit was not always enough;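 also: 0% = neutral control wells and 100% = positive control wells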
HTR5A inv ag: inverse agonist of human HTR5A in OPRM1-OPRD1 counter-screen | 340,000 tested, 0.083% active | inhibition, % at 9.3 µM | P47898 | HTR5A cell line, luminescence, inverse agonism | AID 504634; in the data active = inhibition mostly above about 23%, no sharp cut-off; inactive = mostly below about 18%;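 also: 0% = cells with DMSO and 100% = no-cell wells with DMSO; some compounds called inactive have numbers as strong as hits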
MITF TRPM1 HTS: activators of MITF-driven TRPM1 promoter activity in SK-MEL-5 cells | 300,000 tested, 0.75% active | SK-MEL-5 TRPM1-promoter luciferase, 24 h; % of positive control, neutral wells = 0 | activation, % at 12.5 µM | AID 588334;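 active = mean activation of at least 80% with every replicate also reaching 80%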;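 also: 0% = neutral control wells and 100% = parthenolide positive control wells; values of inactives mirror those of a sister screen read the other way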
* = called active by the depositor; . = no result given.

[1] CC(=O)CC[C@@H](C)O[C@@H]1OC(C)[C@H](O)CC1O (some centres undefined)
[2] COc1cccc(Oc2cn[nH]c2-c2ccc(OCC(=O)NN)cc2O)c1
[3] COc1ccc(OC(=O)c2cc3cc(Cl)ccc3oc2=O)cc1
[4] CC(=O)C(Sc1nnnn1-c1ccc(O)cc1)c1ccccc1 (centres undefined)
[5] COc1cc(OC)c(N2CC(C(=O)NCCC3=CCCCC3)CC2=O)cc1Cl (centres undefined)
[6] N#Cc1c(SCC(N)=O)nc(-c2ccccc2)c2c1CCCC2
[7] CCN(CC)C(=O)CSc1nnc(-c2ccccc2)c(-c2ccccc2)n1
[8] Cc1c(CCOC(=O)C23CC4CC(CC(C)(C4)C2)C3)sc[n+]1Cc1ccccc1

compound no.	1	2	3	4	5	6	7	8
SR-BI DiI inh	-21	-29	-20	-7	68	41	6	-9
PvdQ acylase	10	-11	-1	-13	-8	-12	-4	7
CDK5 inh	1.0	0.7	0.8	0.0	-0.5	1.8	-1.2	-0.6
HTR5A ag ctr	3	2	3	0	4	-1	0	-6
dFosB act	5	-7	-1	-5	-5	-12	-6	3
NSD2 HMT inh	.	4	-2	1	-2	-1	4	-1
V-ATPase pHluor	-3	0	2	1	-1	-1	-2	-5
Wnt bcat act	0	-2	-1	1	21	.	-8	.
HTR5A inv ag	-27	-6	-12	1	-9	2	14	15
MITF TRPM1 HTS	-10	-3	.	-7	4	0	-12	.

[9] COc1ccccc1C(=O)Nc1ccc2c(c1)nc(CCNC(=O)c1ccccc1)n2C
[10] Cc1cccc(-n2c(Cc3cc(=O)[nH]c(=O)[nH]3)nnc2SCC(=O)NCc2ccco2)c1
[11] CCN(CC)CCN(Cc1cc2cc3c(cc2[nH]c1=O)OCCO3)C(=S)NCC(C)C
[12] CC(C)CNC(=S)N1CCN(C)CC1
[13] CCOC(=O)Cc1csc(NC(=O)CCc2ccccc2)n1
[14] COc1ccc(OC)c(NC(=O)C(CC(=O)O)NCc2ccco2)c1 (centres undefined)
[15] CCCNC(=O)C1CCC(CNS(=O)(=O)c2cccc3nsnc23)CC1 (centres undefined)
[16] O=C(CCNC(=O)Cn1ccc2ccccc2c1=O)NCC1CCCC1c1ccccc1 (centres undefined)

compound no.	9	10	11	12	13	14	15	16
SR-BI DiI inh	68	-17	8	-21	2	-5	2	28
PvdQ acylase	3	-21	-3	1	-9	9	1	7
CDK5 inh	-0.7	-6.8	0.9	-0.2	-0.4	1.8	0.3	6.8
HTR5A ag ctr	.	-4	7	-3	-1	5	1	3
dFosB act	-2	-3	0	-6	-1	3	3	-1
NSD2 HMT inh	11	.	21	-1	-2	-22	-6	.
V-ATPase pHluor	0	-4	0	-2	-2	5	0	2
Wnt bcat act	-1	2	2	-1	0	.	-2	-1
HTR5A inv ag	.	10	-3	10	-14	-17	8	-7
MITF TRPM1 HTS	.	0	-1	.	.	7	-1	-10

[17] C=CCN1C=C2C(=O)C(C)(OC(=O)CCC(=O)OC)C(=O)C(Br)=C2C=C1c1ccc(OC)cc1 (centres undefined)
[18] Cc1ccccc1NC(=O)CC1SC(=Nc2ccc(O)cc2)NC1=O (centres undefined)
[19] Cc1oc(-c2ccccc2Cl)nc1CSc1nc2c(c(=O)[nH]1)CCC2
[20] CCN1CCN(C(=S)c2ccc(O)cc2)CC1
[21] Cc1ccc(C)c(S(=O)(=O)N2CCN(C(=O)/C=C/c3ccco3)CC2)c1
[22] CCOc1ccccc1NC(=S)NC(=O)C1CCCCC1
[23] O=C(O)c1ccc2c(=O)n3c(nc2c1)/C(=C/c1ccccc1C(F)(F)F)CCCC3
[24] CCc1c(OC(C)=O)c2ccccc2n(C)c1=O

compound no.	17	18	19	20	21	22	23	24
SR-BI DiI inh	1	6	-19	-6	-3	27	3	-12
PvdQ acylase	-5	-14	-15	-7	-4	-9	-8	2
CDK5 inh	0.6	-2.0	-3.0	3.3	0.5	0.0	0.8	3.0
HTR5A ag ctr	4	-1	9	2	5	4	2	1
dFosB act	-5	-3	-4	0	-15	-6	3	1
NSD2 HMT inh	.	2	.	34	-1	-4	1	-1
V-ATPase pHluor	-1	4	1	-3	1	1	1	-2
Wnt bcat act	.	-1	3	-1	-2	-3	1	0
HTR5A inv ag	4	4	-26	-13	-12	-9	-7	9
MITF TRPM1 HTS	-4	-6	-10	3	4	-4	-5	5

[25] CCOC(=O)c1c(OCCO)noc1N
[26] Cc1c(-n2c(SCC(=O)N(C)C3CCS(=O)(=O)C3)nc3ccccc3c2=O)c(=O)n(-c2ccccc2)n1C (centres undefined)
[27] Cc1ccc(C)c(NC(=S)N(CCN(C)C)C(C)c2ccccn2)c1 (centres undefined)
[28] Fc1ccccc1OCCSc1nnnn1-c1ccccc1
[29] COc1ccc(CNC(=O)C2CCNCC2)cc1
[30] C=CCNC(=S)NNC(=O)CSc1nc2ccccc2s1
[31] Cc1ccc2oc(C(=O)Nc3cc(C)on3)c(C)c2c1
[32] NC(=S)C1COc2ccccc2O1 (centres undefined)

compound no.	25	26	27	28	29	30	31	32
SR-BI DiI inh	-7	2	-12	4	-36	-21	7	-14
PvdQ acylase	2	-20	-6	-8	9	-7	-9	0
CDK5 inh	-1.0	0.8	-1.8	-2.6	-0.1	0.0	0.8	2.2
HTR5A ag ctr	1	-1	5	0	-6	0	-1	-2
dFosB act	0	-5	-5	4	0	-1	-16	2
NSD2 HMT inh	-7	-3	-6	-3	-2	1	-2	-1
V-ATPase pHluor	-4	-1	-1	4	-7	1	1	3
Wnt bcat act	-2	-2	0	-4	30	-2	43*	-4
HTR5A inv ag	-2	1	-11	-17	16	-12	4	-43
MITF TRPM1 HTS	-14	11	-2	64	.	8	21	.

[33] CCOC(=O)[C@@H]1[C@H]2COc3ccc(Br)cc3[C@@H]2N2C(=O)N(c3ccc(Br)cc3)C(=O)[C@]12C
[34] COc1ccccc1NC(=S)N(Cc1ccc(Cl)cc1)CC1CCC(C(=O)O)CC1 (centres undefined)
[35] CNc1cc(-n2nc(C)cc2-c2ccccc2)ncn1
[36] NC(=O)C1CCN(C(=O)COc2ccc3c4c(c(=O)oc3c2)CCCC4)CC1
[37] CC(CCc1ccccc1)NCC#N (centres undefined)
[38] Cc1nn(-c2ccccc2)c(-c2ccccc2[N+](=O)[O-])c1C(=O)O
[39] CC(C)(C)NC(=O)NC(=O)COC(=O)c1cc[n+]([O-])cc1
[40] O=C(CSc1nnc(NCc2ccccc2)s1)N1CCOCC1

compound no.	33	34	35	36	37	38	39	40
SR-BI DiI inh	20	0	18	8	.	-3	-26	-53
PvdQ acylase	-13	-5	7	-8	-11	-14	-8	-1
CDK5 inh	0.3	-0.9	-0.2	-2.2	-2.2	-2.5	-2.8	0.2
HTR5A ag ctr	1	3	-2	7	6	.	0	5
dFosB act	0	-1	-3	-10	-4	0	4	-1
NSD2 HMT inh	.	-1	-8	.	-1	-1	0	-1
V-ATPase pHluor	4	0	-2	-2	-2	3	1	1
Wnt bcat act	-5	-2	-3	-1	0	3	2	.
HTR5A inv ag	15	-9	-13	2	-16	.	-1	-8
MITF TRPM1 HTS	0	0	-11	7	-6	.	-3	-4

[41] Cc1cc(Oc2cc(N)cc([N+](=O)[O-])c2)ccc1Cl
[42] COc1ccc(Cl)cc1C(=O)NNC(=S)NC(=O)c1cc(-c2ccc(Cl)cc2)nc2ccccc12
[43] COc1ccc(C(=O)NNC(=O)C23CC4CC(CC(C4)C2)C3)cc1OC
[44] O=C(Cn1nc(-c2ccccc2)ccc1=O)NCC1COCCO1 (centres undefined)
[45] Cc1nc(N2CCN(C)CC2)c2sc(=S)n(-c3ccccc3)c2n1
[46] CC(c1nnc(SCC(=O)N(C)C2CCS(=O)(=O)C2)n1-c1ccccc1)N(C)C (centres undefined)
[47] C/C(=N\NC(N)=S)C1=CCC2C3CC[C@H]4CC(O)CC[C@]4(C)C3CC[C@]12C (some centres undefined)
[48] CS(=O)(=O)N1CCC(CO)(Cc2ccccc2C(F)(F)F)CC1

compound no.	41	42	43	44	45	46	47	48
SR-BI DiI inh	-8	-6	-22	-15	25	-10	.	8
PvdQ acylase	-6	-6	-7	-18	5	6	12	-18
CDK5 inh	-0.3	-0.9	0.6	-0.3	0.5	1.1	0.5	0.8
HTR5A ag ctr	-4	4	0	-4	6	2	2	6
dFosB act	-6	6	0	1	-7	-4	-5	-9
NSD2 HMT inh	-1	2	1	-2	.	-3	2	-2
V-ATPase pHluor	-3	-1	-5	1	0	-3	-5	1
Wnt bcat act	-2	.	1	-4	1	3	0	1
HTR5A inv ag	-31	25	-16	2	-15	-7	-8	-19
MITF TRPM1 HTS	0	8	0	10	12	-2	-31	8

[49] Nc1cccc2c1C(=O)N(c1ccccc1)C2=O
[50] CCc1ccc(OCc2cccc(C(=O)N/N=C\c3cnn(C)c3C)c2)cc1
[51] NNc1ncnc2scc(-c3ccc(Cl)cc3)c12
[52] CC1(C(=O)NC23CC4CC(CC(C4)C2)C3)CC1(Cl)Cl (centres undefined)
[53] Cc1ccc(CN2[C@@H](c3ccccc3)COCCS2(=O)=O)cc1
[54] CNc1nc(N/N=C/c2ccc([N+](=O)[O-])cc2)nc(Nc2ccccc2)n1
[55] CCOC(=O)C1CN(S(=O)(=O)c2cccc(C(F)(F)F)c2)c2cc(CC(=O)OC)ccc2O1 (centres undefined)
[56] COc1ccc(CNC(=O)c2c(O)c3cccc4c3n(c2=O)CCC4)cc1

compound no.	49	50	51	52	53	54	55	56
SR-BI DiI inh	4	92*	9	-5	-8	51	-5	11
PvdQ acylase	-18	11	12	1	-15	-2	-8	-5
CDK5 inh	-1.5	0.7	-0.6	1.9	-0.8	0.3	0.6	1.4
HTR5A ag ctr	2	3	-1	4	7	-1	2	1
dFosB act	1	-6	-1	3	-6	41*	-14	-3
NSD2 HMT inh	.	-5	-2	-7	.	0	3	.
V-ATPase pHluor	8	0	-3	-1	-3	1	1	0
Wnt bcat act	-6	6	-2	.	-1	0	-3	.
HTR5A inv ag	-4	-1	3	-12	-19	19	-19	-17
MITF TRPM1 HTS	12	16	-7	7	8	0	7	-3

[57] Cc1ccc(NC(=O)c2ccc3c(c2)CCN3S(C)(=O)=O)c(C)c1
[58] O=C(O)C1=C[C@H](c2ccc3c(c2)OCO3)C[C@H](OCc2ccc(CO)cc2)O1
[59] Cc1cc[n+](C(C)C(=O)c2ccc(Cl)cc2)cc1 (centres undefined)
[60] Nn1c(Cc2ccc(Br)cc2)n[nH]c1=S

compound no.	57	58	59	60
SR-BI DiI inh	40	0	-2	-5
PvdQ acylase	-12	9	13	-1
CDK5 inh	-0.6	0.8	2.4	0.1
HTR5A ag ctr	-2	13	3	10
dFosB act	-1	-2	2	-2
NSD2 HMT inh	-2	.	-2	0
V-ATPase pHluor	0	3	0	-1
Wnt bcat act	1	-1	3	0
HTR5A inv ag	9	-36	-11	-6
MITF TRPM1 HTS	.	-7	.	7

Sorted by count of non-hydrogen atoms (ascending): three of the compounds above.
[60] Nn1c(Cc2ccc(Br)cc2)n[nH]c1=S
[56] COc1ccc(CNC(=O)c2c(O)c3cccc4c3n(c2=O)CCC4)cc1
[58] O=C(O)C1=C[C@H](c2ccc3c(c2)OCO3)C[C@H](OCc2ccc(CO)cc2)O1

compound no.	60	56	58
SR-BI DiI inh	-5	11	0
PvdQ acylase	-1	-5	9
CDK5 inh	0.1	1.4	0.8
HTR5A ag ctr	10	1	13
dFosB act	-2	-3	-2
NSD2 HMT inh	0	.	.
V-ATPase pHluor	-1	0	3
Wnt bcat act	0	.	-1
HTR5A inv ag	-6	-17	-36
MITF TRPM1 HTS	7	-3	-7
